MITF primary: inhibitors of human MITF | AID 1259374 | AlphaScreen MITF homodimerization, bead proximity signal | hit rate 0.91% among 650,000 | inhibition, % at 2.6 µM; in the data active = inhibition above about 50%;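 note: 0% = vehicle wells with protein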
FBW7 activator: human FBW7 E3 ligase activation, primary screen; normalized activity (activation), % at 26.1 µM; hit rate 0.13% among 650,000; AlphaScreen FBW7–phospho-cyclin E peptide binding, activator screen; in the data active = normalized activity above about 1.9%;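 note: purified mutant Fbw7 with reduced substrate affinity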
Target sequence (Q969H0 whole entry, looked up): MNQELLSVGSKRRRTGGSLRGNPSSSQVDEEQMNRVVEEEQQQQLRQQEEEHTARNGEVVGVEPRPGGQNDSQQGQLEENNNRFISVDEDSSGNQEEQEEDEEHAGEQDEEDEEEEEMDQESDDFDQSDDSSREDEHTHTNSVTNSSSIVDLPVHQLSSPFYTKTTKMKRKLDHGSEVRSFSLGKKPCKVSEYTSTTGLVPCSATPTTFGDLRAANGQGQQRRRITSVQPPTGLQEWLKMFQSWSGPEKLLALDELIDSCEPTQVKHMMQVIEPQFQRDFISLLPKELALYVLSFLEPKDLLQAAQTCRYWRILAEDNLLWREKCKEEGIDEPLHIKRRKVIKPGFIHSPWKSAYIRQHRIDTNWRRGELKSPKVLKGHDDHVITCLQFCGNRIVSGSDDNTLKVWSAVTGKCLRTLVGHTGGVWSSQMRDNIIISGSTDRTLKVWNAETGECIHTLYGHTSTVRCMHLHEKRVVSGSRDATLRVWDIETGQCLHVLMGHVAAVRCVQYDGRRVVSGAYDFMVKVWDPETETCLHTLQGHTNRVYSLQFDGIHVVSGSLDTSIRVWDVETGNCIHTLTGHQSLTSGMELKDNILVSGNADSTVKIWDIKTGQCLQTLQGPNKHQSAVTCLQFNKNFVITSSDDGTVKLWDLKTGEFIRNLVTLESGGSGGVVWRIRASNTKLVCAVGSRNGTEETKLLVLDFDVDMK
GPR151 ag: activators of human GPR151; Q8TDV0; PathHunter beta-arrestin GPR151 cells, luminescence; activation, % at 11.2 µM; hit rate 1% among 650,000; AID 1508602; in the data active = activation above about 4.9%;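 note: 0% = median of compound wells and 100% = cells with positive control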
Target sequence (Q8TDV0 whole entry, looked up): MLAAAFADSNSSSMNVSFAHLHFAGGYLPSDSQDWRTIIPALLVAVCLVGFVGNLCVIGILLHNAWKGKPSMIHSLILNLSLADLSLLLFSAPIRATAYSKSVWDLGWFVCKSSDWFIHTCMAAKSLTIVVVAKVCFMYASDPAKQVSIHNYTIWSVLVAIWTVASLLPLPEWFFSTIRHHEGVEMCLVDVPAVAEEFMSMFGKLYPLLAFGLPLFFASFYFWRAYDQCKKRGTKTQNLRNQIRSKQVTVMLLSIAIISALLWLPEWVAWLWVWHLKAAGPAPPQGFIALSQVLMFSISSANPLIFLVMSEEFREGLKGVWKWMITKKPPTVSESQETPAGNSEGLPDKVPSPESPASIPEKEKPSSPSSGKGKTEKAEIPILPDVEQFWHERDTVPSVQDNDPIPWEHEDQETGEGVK
TEAD-YAP inh: TEAD-YAP interaction inhibition. inhibition, % at 9.12 µM. HEK-TIYL cells, TEAD-Gal4/YAP UAS-luciferase luminescence. AID 1259422. hit rate 1.4% among 640,000; in the data active = inhibition above about 32%;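 note: 0% = median of test compound wells and 100% = reference inhibitor wells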
* = called active by the depositor; / = no result given; & = joins results of further samples.

SMILES	MITF primary	FBW7 activator	GPR151 ag	TEAD-YAP inh
CC(C)SCc1nc2ccccc2[nH]1	17	0.2	-1.9	-11
O=C1NC(=O)N(Cc2ccccc2Cl)C(=O)/C1=C/N1CCc2ccccc2C1	10	1.1	-1.0	-5
Cc1ccc(OCCCCCNCCO)cc1C	0	0.0	0.4	1
O=C(O)c1c(CNCc2ccco2)c2ccccc2n1Cc1ccc(Cl)cc1	13	0.0	0.5	4
Nc1nc(SCC(=O)c2ccc(Br)s2)n[nH]1	7	-0.1	2.4	7
Cc1cn2c3c(=O)n(C)c(=O)n(C)c3nc2n1CCN(C)C	-1	0.1	0.3	-6
CCC(CC)C(=O)Nc1cccc(C(=O)Nc2cc(C(=O)OC)ccc2C(=O)OC)c1	-5	0.0	-1.6	5
CC[C@H](C)[C@H](NC(N)=O)C(=O)Nc1ccc(Cl)c(Cl)c1	-12	-0.1	-1.2	-2
CC(C)C(=O)Nc1cccc(I)c1	5	0.0	-0.8	-10
CC(=O)Nc1ccc2c(c1)nc(CN1CCCC1)n2C	0	-0.2	0.5	7
Cc1ccc(C(=O)N/N=C/c2ccccc2O)cc1	3	0.2	2.3	-22
COC(=O)c1c(C)oc2ccc(OC(=O)c3cccc([N+](=O)[O-])c3)cc12	3	-0.1	0.0	-1
CCN1c2ncccc2C(=O)NC12CCN(C(=O)CN1CCCC1)CC2	-1	-0.1	-0.5	-3
CCC(C)Nc1nc2c(c(=O)n(C)c(=O)n2C)n1Cc1ccccc1 (stereo unspecified)	-16	0.1	0.2	-2
O=C(Nc1nc(-c2ccc([N+](=O)[O-])cc2)cs1)c1ccc2c(c1)OCO2	-22	-0.1	-0.1	-1
O=C(CC(NS(=O)(=O)c1ccc(Cl)cc1)c1ccco1)NCC1CCCO1 (stereo unspecified)	6	0.3	0.8	9
COc1cccc(C(c2sc3nc(C)nn3c2O)N2CCC(O)CC2)c1 (stereo unspecified)	6	0.0	0.2	3
CC1CC(C)CN(S(=O)(=O)c2ccc(C(=O)Nc3nc(-c4ccccn4)cs3)cc2)C1 (stereo unspecified)	17	0.2	0.4	12
Cc1cc(-c2cn[nH]c2C2CCCN(S(C)(=O)=O)C2)on1 (stereo unspecified)	-3	0.1	0.7	-6
COc1ccc(NS(=O)(=O)c2cc(NC(=O)c3ccc([N+](=O)[O-])o3)ccc2OC)cc1	1	0.0	0.1	7
Cc1cc(C)n2c(SCc3ccc(Cl)cc3Cl)nnc2n1	-5	-0.1	0.0	-1
COc1ccc(C)cc1NC(=O)CN(C)S(=O)(=O)c1ccc2c(c1)CCC(=O)N2	-8	0.1	0.6	-8
CCOC(=O)C1(CCc2ccccc2)CCN(C(=O)C2CCCO2)CC1 (stereo unspecified)	9	-0.1	2.7	-8
CC1CCN(c2ccc(/C=N/N=C3\NC(=O)CS3)cc2[N+](=O)[O-])CC1	2	0.0	-1.1	-25
CCC(C(=O)Nc1cc(OC)cc(OC)c1)c1ccccc1 (stereo unspecified)	0	-0.3	-0.5	1
Cc1c(Cl)cccc1NC(=O)CN(C)S(=O)(=O)c1ccc2c(c1)C(C)(C)C(=O)N2C	4	0.5	0.5	5
COc1ccc2[nH]c(=O)c(CN(Cc3cccnc3)C(=O)Nc3ccccc3)cc2c1	3	0.1	-0.6	17
Cc1c(Cl)cccc1-n1c(C)cc(/C=C2\C(=O)NC(=O)N(C)C2=O)c1C	11	-0.1	-0.6	11
O=c1[nH]c(SCc2ccccc2)nc2nc[nH]c12	-10	0.5	-2.2	-5
CCCOc1cccc(C(=O)Nc2ccc(-c3nc4cc(C)c(C)cc4o3)cc2)c1	-17	0.4	-0.9	-31
Cc1nc(NCc2ccc3c(c2)OCCO3)sc1-c1ccn(CC2CCCN(C)C2)n1 (stereo unspecified)	3	-0.2	-1.3	-16
CCS(=O)(=O)CCSc1nc(-c2ccc(Br)cc2)cc(-c2ccccc2)c1C#N	10	0.2	0.0	4
O=Cc1coc2ccc3ccccc3c2c1=O	-4	-0.3	2.2	4
Cn1c(=O)n(C)c2cc(S(=O)(=O)Nc3cc(Cl)ccc3O)ccc21	10	0.1	-0.4	3
CCCN(CCC)C(=O)CCn1c(=O)oc2ccccc21	15	1.3	-0.4	-7
COC(=O)c1ccc(OC2=C(Cl)C(=O)N(c3ccc(OC)cc3)C2=O)cc1	-9	-0.1	-0.3	0
CN(CCO)c1cc(NCc2ccco2)c2c3c(onc13)-c1ccccc1C2=O	35	-1.1	-0.6	-25
COc1ccccc1NC(=O)Cn1cnc2sc(C(=O)NC3CCCC(C)C3C)c(C)c2c1=O (stereo unspecified)	12	2.0*	-1.5	-10
CCOc1ccc(NC2=C(Cl)C(=O)N(Cc3ccccc3)C2=O)cc1	16	-0.5	-0.9	-4
c1cncc(CNc2cc(-c3ccc(OC4CCCCO4)cc3)ncn2)c1 (stereo unspecified)	7	-0.2	-0.3	30
COc1ccc(-n2cccc2C=O)cc1OC	4	0.4	-2.1	-1
CC1=CC(=O)C2(C)C3CCC4CC(=O)CCC4(C)C3=CCC2S1(=O)=O (stereo unspecified)	15	0.6	-1.0	3
Nc1ccc(O)c2c1C(=O)c1c(cccc1[N+](=O)[O-])C2=O	88*	-0.6	0.5	0
COc1ccc2sc(N(Cc3ccccc3)C(=O)c3nn(C)cc3C)nc2c1	-12	0.0	-1.6	-11
CCN(CC)c1ccc(NC(=O)COc2ccc(Br)cc2)cc1	1	-0.1	0.9	1
CCOc1ccc(-c2nnc(NC(C)=O)s2)cc1	-22	0.0	-0.7	-74
C=C(C)c1c2c(c(Cl)c3ccccc13)C[N+](CC)(CC)C2	0	-0.2	1.0	6
O=C(c1cnc(N2CCN(c3ncccn3)CC2)c2ccccc12)N1CCCC1	4	0.1	-1.0	-8

Pulled one by one from the entries so far, 6 records:
SMILES	MITF primary	FBW7 activator	GPR151 ag	TEAD-YAP inh
CCCOc1cccc(C(=O)Nc2ccc(-c3nc4cc(C)c(C)cc4o3)cc2)c1	-17	0.4	-0.9	-31
CCS(=O)(=O)CCSc1nc(-c2ccc(Br)cc2)cc(-c2ccccc2)c1C#N	10	0.2	0.0	4
Cc1cc(-c2cn[nH]c2C2CCCN(S(C)(=O)=O)C2)on1 (stereo unspecified)	-3	0.1	0.7	-6
O=Cc1coc2ccc3ccccc3c2c1=O	-4	-0.3	2.2	4
COc1ccc(NS(=O)(=O)c2cc(NC(=O)c3ccc([N+](=O)[O-])o3)ccc2OC)cc1	1	0.0	0.1	7
O=C1NC(=O)N(Cc2ccccc2Cl)C(=O)/C1=C/N1CCc2ccccc2C1	10	1.1	-1.0	-5

(further entries)
SMILES	MITF primary	FBW7 activator	GPR151 ag	TEAD-YAP inh
CCCCOc1ccc(C2CCC(CCC)CC2)cc1 (stereo unspecified)	-4	-0.1	-0.1	8
COc1ccccc1NS(=O)(=O)c1cccc(C(=O)Nc2ccc(C(=O)O)cc2)c1	4	0.1	-1.3	-6
COc1cc(CN2CCN(Cc3ccc(F)cc3)C(CCO)C2)cc(Cl)c1O (stereo unspecified)	-7	0.0	0.2	-14
Cc1cccc2cc(CN(CC3CCCO3)C(=O)CC(C)(C)C)c3nnnn3c12 (stereo unspecified)	-1	-0.1	0.6	-1
CC[C@@H](Cn1nc(-c2cccs2)oc1=O)NC(=O)c1cnn2c(C(F)F)cc(C)nc12	14	0.1	-0.7	-7
CN(C)Cc1cc(C(C)(C)C)cc(CN(C)C)c1O	21	-0.1	0.8	-1
CC(/C=C/c1ccccc1)=N\Nc1ccccc1[N+](=O)[O-]	17	0.6	0.2	5
Cc1ccnc(-n2c(C)cc(/C=C3/NC(=O)N(Cc4ccccc4F)C3=O)c2C)c1	10	0.7	0.3	-5
Cc1ccc(S(=O)(=O)C2CCOC2=O)cc1 (stereo unspecified)	-10	-0.1	-0.9	5
CC(=O)c1ccc(NC(=O)c2cc(-c3ccc(C)c(C)c3)nc3ccccc23)cc1	7	0.1	-0.5	-8
O=C(Nc1ccc2c(c1)S(=O)(=O)c1cc(NC(=O)C34CC5CC(CC(C5)C3)C4)ccc1-2)C12CC3CC(CC(C3)C1)C2	4	-0.1	-0.3	-15
Cc1nn(C)c(C)c1-c1cncc(C(=O)Nc2ccccc2)c1	11	0.1	-1.1	-1
CCOc1ccc(CN[C@H]2C[C@@H](C(=O)NCCOC)N(C3Cc4ccccc4C3)C2)cc1	8	-0.1	0.1	2
CCn1cc(/C=C(\NC(=O)c2ccccc2F)C(=O)NCCO)c2ccccc21	4	-0.1	-0.7	-2
CC1(C)Oc2ccc(C(=O)Nc3ccccc3)cc2N(CC(=O)NC2CCCC2)C1=O	8	-0.1	0.1	-3
Cc1cc2ccccc2c(=O)n1CC(=O)NCc1cccnc1	5	0.1	0.2	2
Cc1ccc(C2CC(=O)N3CN(c4ccc(Br)cc4)CSC3=C2C#N)o1 (stereo unspecified)	16	0.0	0.8	-18
Clc1ccc(C2=NN(c3ccccc3Cl)C(c3ccc(Br)cc3)C2)cc1 (stereo unspecified)	-11	-0.1	-2.4	5
O=C(N[C@H]1C[C@H]2C(=O)N[C@@H](Cc3ccccc3)C(=O)N2C1)c1ccc2ccccc2c1	1	0.0	-0.2	3
N#Cc1c(-c2ccc(Br)cc2)nc2n(c1=O)CCCS2	14	0.0	-1.1	0
COc1cc2nc(N3CCN(C(=O)C4CCCO4)CC3)nc(N)c2cc1OC (stereo unspecified)	-2&-1&-8&-11&21&6	1.8&0.0&-0.1&-0.1&0.1&0.2	-4.7&-6.4&-6.3&-5.4&-3.2&-4.3	-4&6&-1
O=C1C(=O)N(CCCn2ccnc2)C(c2ccncc2)/C1=C(/O)c1ccc(Cl)cc1 (stereo unspecified)	12	-0.1	0.1	-6
CC(C)NC(=O)c1ccc(OC2CCN(Cc3ccccn3)CC2)cc1	5	0.1	-1.1	-3
CC1=NC(=O)C(N=Nc2ccccc2C(=O)O)N1c1ccccc1 (stereo unspecified)	6	0.3	0.5	-10

Continued; the last five above are carried over.
SMILES	MITF primary	FBW7 activator	GPR151 ag	TEAD-YAP inh
N#Cc1c(-c2ccc(Br)cc2)nc2n(c1=O)CCCS2	14	0.0	-1.1	0
COc1cc2nc(N3CCN(C(=O)C4CCCO4)CC3)nc(N)c2cc1OC (stereo unspecified)	-2&-1&-8&-11&21&6	1.8&0.0&-0.1&-0.1&0.1&0.2	-4.7&-6.4&-6.3&-5.4&-3.2&-4.3	-4&6&-1
O=C1C(=O)N(CCCn2ccnc2)C(c2ccncc2)/C1=C(/O)c1ccc(Cl)cc1 (stereo unspecified)	12	-0.1	0.1	-6
CC(C)NC(=O)c1ccc(OC2CCN(Cc3ccccn3)CC2)cc1	5	0.1	-1.1	-3
CC1=NC(=O)C(N=Nc2ccccc2C(=O)O)N1c1ccccc1 (stereo unspecified)	6	0.3	0.5	-10
CC(C)NS(=O)(=O)c1ccc(CCC(=O)NC2CCCCCC2)cc1	11	-0.2	-0.8	-6
O=[N+]([O-])c1ccccc1N1CCCCC1	22	-0.1	0.7	9
CCNC(=O)N(C)c1nncnc1C(=O)NC	-11	-0.1	2.2	5
Cc1c(C(=O)N2CCCC(c3c(S(C)(=O)=O)cnc4ncnn34)C2)oc2ccccc12 (stereo unspecified)	15	1.6	-0.8	0
CCOc1ccc(NC(=O)C(=O)NCCN2CCN(C(=O)c3ccc(Br)cc3)CC2)cc1	7	0.7	1.7	-1
CN([C@@H](Cc1ccc(OS(=O)(=O)c2cccc3cnccc23)cc1)C(=O)N1CCN(c2ccccc2)CC1)S(=O)(=O)c1cccc2cnccc12	-1	/	1.6	/
COCCCNC(=O)C(NC(=O)c1ccc(C23CC4CC(CC(C4)C2)C3)cc1)C(C)C (stereo unspecified)	3	0.0	-1.0	-6
Cc1cc(C)cc(Cn2cc[n+](C)c2C)c1	-3	-0.1	-0.4	-3
Cc1cccc(N2CCN(C(=O)c3ccc(NC(N)=O)cc3)CC2C)c1 (stereo unspecified)	-8	0.0	-0.9	-6
COc1ccc(C)cc1S(=O)(=O)N(CC(=O)O)c1cccc(C)c1	3	0.1	0.1	1
CCCN(CCC)C(=O)c1c[nH]c2ccc(S(=O)(=O)N(C)c3ccc(Br)cc3)cc2c1=O	3	0.5	-1.1	-2
CCn1c(=N)c(C(=O)NCCOC)cc2c(=O)n3ccccc3nc21	0	-0.1	-0.4	3
COc1cc(C(=O)Nc2cccc(Br)c2)cc(OC)c1OC	0	-0.1	-0.1	0
CN(C)CCNC(=O)c1ccc(Sc2ccc(Br)cc2)c([N+](=O)[O-])c1	-4	-0.2	-0.8	-9
CCc1ccc(C2C(C#N)=C(N)N(c3ccc(OC)cc3)C3=C2C(=O)CC(C)(C)C3)cc1 (stereo unspecified)	2	0.0	1.6	-14
COc1ccc(CNc2ccc3ncc(-c4cccc(C(C)=O)c4)n3n2)cc1	21	0.6	-1.1	-1
CN1[C@@H](C(=O)NC(C)(C)C)C[C@@H](c2ccco2)NS1(=O)=O	14	1.1	1.1	-7
O=c1c(CN2CCOc3ccc(CN4CCN(CCO)CC4)cc3C2)coc2ccccc12	9	-0.1	0.2	-7
COc1ccc(-c2cnc(NCCCn3ccnc3)nc2)cc1	22	0.0	1.9	0
Cc1cc2c(cc1S(=O)(=O)N1c3ccccc3CC1C)OCC(=O)N2 (stereo unspecified)	-7	-0.3	-0.1	-7
CSc1ccc(S(=O)(=O)Nc2ccccc2Cl)cc1	8	0.1	0.2	-10
CCOc1cccc2c1N(C(=O)c1ccc(Cl)cc1Cl)C(C)(C)C(=S)C2=C1SC(C(=O)OC)=C(C(=O)OC)S1	2	-1.0	0.7	5
COc1cccc(/C=N/NC(=O)c2ccc(Cn3nc(C)cc3C)cc2)c1O	29	-0.1	0.1	53*
CCC(C)NC(=O)C1CC(c2c(F)cccc2Cl)=NO1 (stereo unspecified)	4	0.0	-0.6	3
CC1=NN(c2ccc(Cl)cc2Cl)C(=O)C1	6	-1.4	2.1	-4
O=C(Oc1c(Br)cc(Cl)c2cccnc12)N1CCOCC1	8	0.0	-0.5	3

Bioassay records deposited in PubChem by The Scripps Research Institute Molecular Screening Center.

An unsorted share of the library; overall some 3.4% were active at least once.
